# Source: PubChem BioAssay
# N370S GC mod: qHTS Assay for Inhibitors and Activators of N370S glucocerebrosidase as a Potential Chaperone Treatment of Gaucher Disease | Lysosomal acid glucosylceramidase (Homo sapiens), P04062 | N370S GC spleen homogenate, 4MU-glucoside fluorescence | Potency, µM (titrated, usually from 59.4 µM), for inactives: at the top dose activity change, negative = inhibition, hits mostly inhibitors | hit rate 0.092% among 330,000 | AID 2101, 2009;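 note: 0% = full enzyme activity and -100% = no enzyme basal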
# KAT2A inh: qHTS Assay for Inhibitors of GCN5L2; GCN5L2 HAT assay, ThioGlo1 CoA-SH fluorescence; Potency, µM (doses to about 58.9 µM), without a hit: at the highest dose activity change, negative = inhibition, most hits filed as inhibitors; hit rate 0.21% among 390,000; AID 504327, 2011
# Target sequence (Q92830 whole entry, looked up): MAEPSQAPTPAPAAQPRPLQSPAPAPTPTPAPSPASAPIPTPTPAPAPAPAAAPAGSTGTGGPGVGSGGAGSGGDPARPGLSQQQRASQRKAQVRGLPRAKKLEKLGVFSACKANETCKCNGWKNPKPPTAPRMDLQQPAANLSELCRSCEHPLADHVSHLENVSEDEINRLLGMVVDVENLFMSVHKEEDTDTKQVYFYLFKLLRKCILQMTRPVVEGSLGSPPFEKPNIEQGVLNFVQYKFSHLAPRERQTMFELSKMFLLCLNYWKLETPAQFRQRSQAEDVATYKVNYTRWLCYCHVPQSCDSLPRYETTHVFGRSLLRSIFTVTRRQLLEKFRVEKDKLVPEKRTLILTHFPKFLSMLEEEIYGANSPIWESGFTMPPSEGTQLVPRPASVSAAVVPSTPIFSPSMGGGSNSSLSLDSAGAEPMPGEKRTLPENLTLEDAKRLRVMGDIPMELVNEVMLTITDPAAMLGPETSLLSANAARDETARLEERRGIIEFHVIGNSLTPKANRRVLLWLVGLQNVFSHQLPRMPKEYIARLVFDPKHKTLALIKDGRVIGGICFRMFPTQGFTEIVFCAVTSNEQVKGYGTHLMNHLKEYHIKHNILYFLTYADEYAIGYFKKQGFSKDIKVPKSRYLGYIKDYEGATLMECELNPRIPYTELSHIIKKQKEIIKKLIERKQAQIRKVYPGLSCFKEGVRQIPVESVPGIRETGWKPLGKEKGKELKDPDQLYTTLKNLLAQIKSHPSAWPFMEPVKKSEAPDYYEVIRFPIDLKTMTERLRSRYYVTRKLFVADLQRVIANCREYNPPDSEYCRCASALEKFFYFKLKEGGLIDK
#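 GCN5L2 (20 nM) in 50mM HEPES pH 7.5, 0.1mM EDTA, 0.01% Tween-20 preincubated 15 min with compounds at room temperature. Reaction started with H3(1-25) 75uM, acetyl-CoA 70uM, ThioGlo1 50uM; CoA-thiol fluorescence (Ex340/Em540) read at 0 and 20 min.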
# FEN1 inh: qHTS Assay for the Inhibitors of Human Flap endonuclease 1 (FEN1) | Recombinant FEN1 flap cleavage, fluorescence, 15 min | P39748 | AID 588795, 2011 | hit rate 0.35% among 390,000 | Potency, µM (highest dose often 114 µM), without a hit: top-dose activity change, negative = inhibition, most hits filed as inhibitors; note: nearly all actives have a fitted effect of over 65% in size
#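 With each library titrated from low to high concentration, compounds met 10 nM FEN1 for 15 min at room temperature before 50 nM substrate was added; readings at 0 and 15 min fed four-parameter Hill curve fits.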
# Starred values were filed as active, the others as inactive; u = inconclusive; x = not tested or not shown; & = joins results of further samples; [ ] = remark or other dose. Calls come from the whole dose curve; as a rule, active = well fitted curve in the direction sought with a large enough effect; inconclusive = small, poorly fitted or top-dose-only effect, or another doubt; inactive = no such curve, though single readings can be large; an effect the other way counts as inactive or inconclusive. Unless noted, % is set by controls: 0 for no effect and ±100 for the full control effect; potency is the fitted concentration of half-maximal effect. These rows are one share of the data (hit frequency here may not be typical).
SMILES,N370S GC mod,KAT2A inh,FEN1 inh
Cc1cc(C)c(C#N)c(SCC(=O)Nc2ccccc2C)n1,9%,-4%,-5%
COc1ccc(C2CC(=O)c3cnc4c(-c5ccccc5)c(C)nn4c3C2)cc1OC (stereo not drawn),x,-7%,-5%
C(#Cc1ccccc1)CN1CCN(c2ccccn2)CC1,2%,-4%,-20%&-9%
Cc1nc(NCC2CCCO2)c2nnn(Cc3ccccc3)c2n1 (stereo not drawn),24%[2.35 µM],-1%,-10%
CC(C)C(=O)NCC(c1ccc2c(c1)OCO2)N1CCN(c2ccccc2F)CC1 (stereo not drawn),x,2%,0%
CCCCNC(C(=O)Nc1ccc(Cl)c([N+](=O)[O-])c1)c1ccccc1 (stereo not drawn),-8%,-15%,-17%
CC(C)Cc1ccc(C(C)C(N)=NCCc2ccccc2)cc1 (stereo not drawn),-24%,-8%,-10%
Cc1ccnc(NS(=O)(=O)c2ccc(NC(=O)Cc3cccs3)cc2)n1,-3%,-27%,u
COc1ccc(C2NC(=S)N(c3ccccc3)C(C)=C2C(=O)Nc2ccccc2)cc1 (stereo not drawn),19%,-20%,-6%
O=C(COC(=O)CCCC1=NS(=O)(=O)c2ccccc2N1)Nc1ccccc1,-7%,-5%,11%
CCOCCc1nn2c(=O)cc(COC(=O)Cc3ccccc3)nc2s1,x,-2%,14%
CC(C)c1ccc(NC(=O)COC(=O)c2cc(=O)[nH]c3ccccc23)cc1,x,-29%,6%
O=C(Nc1ccon1)Nc1ccccc1C(F)(F)F,-1%,-1%,-3%
Cc1ccc(S(=O)(=O)Nc2nc3cc(C)c(C)cc3[nH]2)cc1,11%,1%,0%
CN(C)c1nc(SCCOC(=O)Nc2ccccc2)nc(N(C)C)n1,8%,-3%,-7%
CCCCC(=O)Nc1cc(C)c(O)c(-c2nc3ncccc3o2)c1,x,u,24%
C=Cn1cc[n+](CC(=O)c2ccc(Cl)c(Cl)c2)c1,-1%,-2%,3%
CCOCCCn1c(SCC(=O)Nc2cc(C(C)(C)C)nn2-c2ccccc2)nc2ccccc2c1=O,10%,-13%,12%
O=C(NCc1cccs1)c1csc2c1CCCCC2,11%,-3%,-6%
CC1CCC(NC(=O)COc2ccccc2C(N)=O)CC1 (stereo not drawn),u,-2%,2%
Cc1ccc(C(=O)NCC(=O)OC(C)C(=O)Nc2ccc(N3CCOCC3)cc2)s1 (stereo not drawn),9%,-5%,24%
Cc1ccc(C(=O)NC(=S)NCc2cccnc2)c(C)c1,1%,-1%,-6%
CCOC(=O)c1c(NC(=O)C2c3ccccc3Oc3ccccc32)sc(C)c1C,x,-8%,-14%
COc1ccc(Br)cc1C(=O)Nc1ccc(Cc2ccncc2)cc1,19%,1%,u
Cc1cccc(C(=O)Nc2sc3c(c2C(=O)NC(C)C)CCCC3)c1,x,-3%,-13%
Cc1ccc(S(=O)(=O)NCCN2CCOCC2)c(C)c1,5%,14%,16%
Cc1nn2cc(-c3ncc(C(F)(F)F)cc3Cl)cnc2c1Br,0%,-2%,-4%
O=C(NCCc1ccccn1)c1cc(-c2ccc(Cl)cc2)nc2ccccc12,-10%,-21%,-1%
COc1ccc(C(C)=O)cc1COC(=O)CNC(=O)C1CCCCC1,x,0%,-3%
O=C(Cc1n[nH]c(=O)[nH]c1=O)N/N=C/c1c(O)ccc2ccccc12,9%,1%,-8%
CCCOc1cc(C)c(S(=O)(=O)N2CCOCC2)cc1C,13%,-3%,x
CCOc1ccc(S(=O)(=O)N2CN3CCN(C3)C2)cc1,-2%,-6%,7%
CC(C)NC(=O)c1nc2c(nnn2Cc2cccc(Cl)c2)c(=O)[nH]1,-3%,0%,9%
CCN(C(=O)COC(=O)c1c(C)nn(-c2ccccc2)c1C)C1CCS(=O)(=O)C1 (stereo not drawn),-1%,-2%,-4%
COC(=O)c1ccccc1NC(=O)c1c(Br)cnn1C,-9%,-2%,-14%
COCCCNS(=O)(=O)c1cc(-c2onc(C)c2C)ccc1OC,x,36%[activator],21%
Cc1ccc(CNC(=O)C2CCN(c3nnc(N4CCCC4=O)s3)CC2)cc1,-2%,1%,12%
COc1cccc(NC(=O)CSc2nnc(Cc3ccc(OC)c(OC)c3)o2)c1,4%,0%,1%
CCNC(=O)NC(=O)C(C)OC(=O)c1oc2ccccc2c1CSC1CCCCC1 (stereo not drawn),3%,0%,5%
CCc1c(C)c2cc3c(c(C)c2oc1=O)OCN(CCc1ccc(OC)c(OC)c1)C3,x,u,-1%
CCOc1ccc(/C(O)=C2/C(=O)C(=O)N(CCCn3ccnc3)C2c2cccs2)cc1Cl (stereo not drawn),-7%,-20%,-17%
Cc1ccc(CNS(=O)(=O)c2ccc(C)s2)cc1,-2%,-2%,-2%
Cn1cccc1C(=O)NC(=O)COC(=O)CCNS(=O)(=O)c1cccc(C(F)(F)F)c1,x,-4%,1%
CCOC(=O)C1CCN(C(=O)CN(c2ccc3c(c2)OCCO3)S(=O)(=O)c2ccccc2)CC1,-4%,-2%,-9%
NS(=O)(=O)c1ccc(Nc2nc(-c3cccnc3)cs2)cc1,-1%,2%,4%

# Shown with values ahead of the structure: part of the list above.
N370S GC mod	KAT2A inh	FEN1 inh	molecule
-7%	-20%	-17%	CCOc1ccc(/C(O)=C2/C(=O)C(=O)N(CCCn3ccnc3)C2c2cccs2)cc1Cl (stereo not drawn)
-1%	2%	4%	NS(=O)(=O)c1ccc(Nc2nc(-c3cccnc3)cs2)cc1
-3%	0%	9%	CC(C)NC(=O)c1nc2c(nnn2Cc2cccc(Cl)c2)c(=O)[nH]1

# (next part)
SMILES,N370S GC mod,KAT2A inh,FEN1 inh
Cn1ccnc1SCC(=O)Nc1ccc(F)c([N+](=O)[O-])c1,-3%,-6%,-9%
Cc1ccc(Nc2cc(C)nc(-n3nc(C)cc3C)n2)cc1,x,-16%,3%
COc1ccc(S(=O)(=O)NNC(=O)c2ccc(-n3c(C)ccc3C)cc2)cc1,-3%,3%,3%
Cc1cc(=O)n2c3ccccc3n(CC(O)CN3CCN(Cc4ccccc4)CC3)c2c1C#N (stereo not drawn),-1%,2%,u
COc1ccc(OC)c(NC(=O)CN2CCN(C(=O)c3ccco3)CC2)c1,-4%,-2%,12%
COc1ccc(OCc2cc(C(=O)N3CCC(OC)CC3)no2)c2ccccc12,-12%,-10%,9%
COc1ccc(CCNC(=O)CCc2cn(C)c3ccccc23)c(OC)c1,-8%,-2%,13%
COc1ccc(OC)c(NC(=O)c2c(NC(=O)CNCc3ccco3)sc3c2CCC3)c1,7%[2.35 µM],-5%,-16%
O=C(N/N=C/c1cccnc1)c1ccc([N+](=O)[O-])cc1Cl,-14%,2%,-9%
C=CCn1c(SCn2nnc3ccccc3c2=O)nnc1-c1ccc(Cl)cc1,8%,-3%,0%
COC(=O)[C@H](C)N(Cc1ccc(Cl)c(Cl)c1)S(=O)(=O)CCN1CCN(c2ccccc2)CC1,x,-11%,-5%
Clc1ccc(OCCCNCc2ccccc2)c(Br)c1,-15%,-3%,12%
Cn1c(=O)c2c(-c3ccccc3F)c3c(nc2n(C)c1=O)-c1ccccc1C3O (stereo not drawn),6%,-1%,0%
Cc1cc(C)n2nc(CNS(=O)(=O)c3cccc([N+](=O)[O-])c3)nc2n1,-11%,-2%,-9%
Cc1ccc(NS(=O)(=O)N(C)C)cc1,4%,-1%,5%
NC(=O)c1ccc(-n2nnnc2SCc2ccccc2)cc1,3%,1%,0%
COC(=O)C1=C(CSc2nncn2C)NC(=O)NC1c1cc(C)ccc1C (stereo not drawn),1%,-25%,-10%
O=C(c1cc2ccccc2o1)N1CCC(N2CCC(C(=O)N3CCCC3)CC2)CC1,18%,-5%,12%
CN(CC(=O)Nc1ccccc1Cl)C(=O)CN1C(=O)C2CCCCC2C1=O (stereo not drawn),-9%,-4%,2%
O=C(CSc1nnnn1-c1ccc(Cl)cc1)Nc1cccnc1Cl,-7%,3%,4%
O=S(=O)(NCCc1cn2ccccc2n1)c1cccs1,2%,0%,-10%
COc1ccc(-c2cc(C(F)(F)F)c(C#N)c(SCC(=O)Nc3ccc(C)cc3)n2)cc1,12%,-7%,-14%
Cc1cc(NC(=O)c2ccc3c(c2)N(Cc2cccc(Cl)c2)C(=O)c2ccccc2S3=O)ccc1Br (stereo not drawn),x,0%,-9%
CCc1ccc(CN(C)C(=O)c2cc(S(=O)(=O)N3CCN(CC)CC3)ccc2Cl)cc1,-16%,0%,10%
Cn1cc(-c2nc3cnc(Oc4ccccc4)nc3n(C)c2=O)c2ccccc21,8%,-5%,x
COc1cccc(N2CCN(C(=O)c3ccc(N4C(=O)NC5CC4(C)Oc4ccccc45)cc3)CC2)c1 (stereo not drawn),-5%,-1%,12%
O=C(O)c1cc2c(o1)CCC/C2=N\O,3%,-9%,0%
COc1ccc(-c2nc(SCCOc3cc(C)ccc3C(C)C)n3[nH]c(=O)cc3n2)cc1,x,16%,-12%
Brc1ccc(-c2nn[nH]n2)cc1,7%,-1%,-1%
CCOC(=O)NCc1ccc(S(=O)(=O)Nc2ccccc2C)cc1,12%,-1%,-4%

# 4 entries from above, field by field.
O=C(CSc1nnnn1-c1ccc(Cl)cc1)Nc1cccnc1Cl
  N370S GC mod = -7%
  KAT2A inh = 3%
  FEN1 inh = 4%
O=S(=O)(NCCc1cn2ccccc2n1)c1cccs1
  N370S GC mod = 2%
  KAT2A inh = 0%
  FEN1 inh = -10%
COC(=O)C1=C(CSc2nncn2C)NC(=O)NC1c1cc(C)ccc1C (stereo not drawn)
  N370S GC mod = 1%
  KAT2A inh = -25%
  FEN1 inh = -10%
CCOC(=O)NCc1ccc(S(=O)(=O)Nc2ccccc2C)cc1
  N370S GC mod = 12%
  KAT2A inh = -1%
  FEN1 inh = -4%

# Next entries follow.
SMILES,N370S GC mod,KAT2A inh,FEN1 inh
O=C(Nc1ccc(F)cc1)Nc1nnc(-c2ccco2)s1,5%,-12%,-1%
Cc1cccc(NC(=O)CSc2nc(N)c(NC(=O)c3cccs3)c(=O)[nH]2)c1,4%,-3%,16%
CC(O)CNc1nc2c(c(=O)n(C)c(=O)n2C)n1C/C=C/c1ccccc1 (stereo not drawn),0%,-7%,-2%
COc1ccc(C(=O)Nc2ccc(SC(F)F)cc2)cc1,10%,-1%,3%
COc1cc(OC)cc(-n2nnnc2SCC(=O)NCc2cccs2)c1,11%,1%,-1%
